Compound activity as filed in PubChem BioAssay.
12-LOX inh: ALOX12 (human) lipoxygenase inhibition; 580,000 compounds, 1.1% hits; P18054; Potency, µM (series often up to 108 µM), for the others: top-dose activity change, negative = inhibition, usual class: inhibitors; purified 12hLO, xylenol orange hydroperoxide absorbance; further: potency means the concentration at half of the fitted maximal effect; on the % scale 0 is the no-effect control and ±100 the full control effect
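Hydroperoxide product was detected by ferrous iron/xylenol orange as the 573 to 405 nm absorbance ratio. Arachidonic acid at 40 uM (final) was turned over for 30 min at room temperature by 150 nM human 12hLO, pH 7.0 Hepes buffer, after 15 min compound preincubation.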
TRHR ag: activates the human TRH receptor. TRHR cells, calcium flux fluo-8, FDSS agonist mode. P34981. activation, % at 2 µM. 360,000 compounds, 0.18% hits. AID 493084; in the data active means activation above about 30%; further: 0% is about no effect
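TRHR-expressing cells, plated overnight in medium with 10% serum, were loaded with fluo-8 calcium dye at room temperature. After a 10 s baseline, library compound was pin-added and calcium release was recorded kinetically (ex 480/em 530) as agonist response.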
Pol kappa inh: blocks human DNA polymerase kappa activity; purified Pol kappa, fluorescent DNA synthesis assay, 10 min; Potency, µM (titrated, usually from 107 µM), for inactives: at the highest dose activity, negative = inhibition, hits mostly inhibitors; Q9UBT6; 400,000 compounds, 0.53% hits; AID 588579; further: potency means the concentration at half of the fitted maximal effect; on the % scale 0 is the no-effect control and ±100 the full control effect
Target sequence (Q9UBT6 whole entry, looked up): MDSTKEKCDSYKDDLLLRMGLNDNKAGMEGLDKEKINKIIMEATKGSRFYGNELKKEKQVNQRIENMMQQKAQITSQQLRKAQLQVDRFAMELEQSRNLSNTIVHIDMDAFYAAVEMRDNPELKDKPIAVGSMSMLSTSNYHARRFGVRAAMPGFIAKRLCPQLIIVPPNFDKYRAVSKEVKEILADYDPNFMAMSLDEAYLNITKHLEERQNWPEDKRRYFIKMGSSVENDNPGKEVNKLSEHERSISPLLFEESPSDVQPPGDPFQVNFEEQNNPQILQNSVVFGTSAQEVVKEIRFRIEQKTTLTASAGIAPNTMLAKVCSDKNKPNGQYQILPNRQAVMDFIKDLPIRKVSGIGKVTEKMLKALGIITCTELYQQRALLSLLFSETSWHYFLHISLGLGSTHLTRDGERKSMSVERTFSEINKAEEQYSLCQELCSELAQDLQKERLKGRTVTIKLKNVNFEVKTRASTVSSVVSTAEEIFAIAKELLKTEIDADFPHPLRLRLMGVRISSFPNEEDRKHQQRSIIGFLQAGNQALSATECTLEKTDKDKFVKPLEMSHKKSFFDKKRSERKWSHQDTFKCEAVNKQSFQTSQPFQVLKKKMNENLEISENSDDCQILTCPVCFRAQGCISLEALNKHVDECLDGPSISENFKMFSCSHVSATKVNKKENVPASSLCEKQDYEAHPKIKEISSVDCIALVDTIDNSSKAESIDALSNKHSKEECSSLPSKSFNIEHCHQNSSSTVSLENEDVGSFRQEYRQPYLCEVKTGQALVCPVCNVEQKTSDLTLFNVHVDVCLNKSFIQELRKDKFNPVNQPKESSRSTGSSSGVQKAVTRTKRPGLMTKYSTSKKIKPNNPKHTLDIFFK
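50 nM final substrate added after 15 min RT preincubation of 10 nM Pol kappa with compound; fluorescence read at 0 and 10 min.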
ERG Ets-DNA blk: inhibitors of human ERG Ets domain-DNA interaction; fluorescence polarization, His-ERG Ets domain / labelled DNA; 370,000 compounds, 0.028% hits; Potency, µM (highest dose often 76.9 µM), inactives show top-dose FP activity, negative = inhibition, usual class: inhibitors; AID 624246; active means well fitted inhibition curve with a large enough effect in the polarisation, with a control signal flat; inconclusive means small, poorly fitted or top-dose-only effect, or effect the other way, or a change in a side signal; inactive means no such curve, though single readings can be large or run the other way; the % refers to the polarisation;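 further: polarization taken with two DNA probes labelled with fluorescein and Texas red; potency means the concentration at half of the fitted maximal effect; % of control where 0% means no effect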
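His-tagged ERG Ets domain (1 uM in the protein solution; 300mM KCl, 50mM Tris-HCl, 1mM EDTA, 1mM DTT, pH 7.5) received compound, then a probe mix of 5 nM fluorescein-DNA and 100nM Texas-615-DNA. Fluorescence polarization was read for both dyes.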
BLM inh: inhibitors of human Bloom syndrome helicase BLM. Potency, µM (titrated, usually from 56.1 µM), inactives show at the highest dose activity change, negative = inhibition, actives largely listed as inhibitors. AID 2528. recombinant BLM DNA unwinding, fluorescence dequenching. 350,000 compounds, 0.2% hits. P54132;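 further: potency means the concentration at half of the fitted maximal effect; plate controls were vehicle for no effect and no enzyme for full effect; nearly all actives have a fitted effect of over 35% in size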
POLI inh: inhibitors of human DNA polymerase iota | Q9UNA4 | Pol iota fluorescent replication assay, 10 min | Potency, µM (top dose mostly 115 µM), without a hit: at the top dose activity, negative = inhibition, hits mostly inhibitors | 390,000 compounds, 1% hits | AID 588590; further: potency means the concentration at half of the fitted maximal effect
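Pol iota at 10 nM preincubated 15 min with compounds at room temperature; reaction started with fluorescent substrate, 50 nM final. Fluorescence read kinetically at 0 and 10 min; buffer-only wells as negative control.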
Anesthetic bind: candidate novel general anesthetic via apoferritin binding; 350,000 compounds, 0.074% hits; apoferritin/1-aminoanthracene competitive binding, fluorescence; AID 485281; Potency, µM (top dose mostly 77.5 µM), for the others: at the top dose activity change, negative = displacement, most hits filed as inhibitors; P02791; further: potency means the concentration at half of the fitted maximal effect; on the % scale 0 is the no-effect control and ±100 the full control effect; nearly all actives have a fitted effect of over 20% in size
Target sequence (P02791 2-175 limits assumed): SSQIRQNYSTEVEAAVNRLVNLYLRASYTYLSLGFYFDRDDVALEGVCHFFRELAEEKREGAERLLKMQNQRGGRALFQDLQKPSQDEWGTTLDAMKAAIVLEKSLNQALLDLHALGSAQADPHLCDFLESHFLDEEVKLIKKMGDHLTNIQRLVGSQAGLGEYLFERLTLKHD
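Concentration-response curves derived by four-parameter Hill fitting of normalized fluorescence, where compounds displaced 1-AMA from 10 uM horse apoferritin following a brief 10 min room-temperature incubation; propofol titration acted as positive control.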
POLB inh: blocks human DNA polymerase beta activity; P06746; Pol beta primer extension/strand displacement, fluorescence kinetic; Potency, µM (doses to about 114 µM), without a hit: at the highest dose activity change, negative = inhibition, actives largely listed as inhibitors; 340,000 compounds, 1.3% hits; AID 485314; further: potency means the concentration at half of the fitted maximal effect; on the % scale 0 is the no-effect control and ±100 the full control effect
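Curves were derived by four-parameter Hill fits of normalized qHTS data. The kinetic fluorescent primer-extension read was taken at 0 and 10 min after 50 nM substrate, following a 15 min room-temperature preincubation of 10 nM enzyme with compounds.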
APE1 inh: APE1 (human) endonuclease inhibition | P27695 | recombinant APE1, TAMRA/BHQ-2 abasic DNA cleavage fluorescence | Potency, µM (titrated, usually from 65.8 µM), for inactives: at the highest dose activity change, negative = inhibition, hits mostly inhibitors | 350,000 compounds, 0.35% hits;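 further: potency means the concentration at half of the fitted maximal effect; plate controls were vehicle for no effect and reference inhibitor for full effect; nearly all actives have a fitted effect of over 55% in size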
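Compound pre-exposure to 0.75 nM APE1, 15 min at ambient temperature. Reaction initiated with 50 nM TAMRA/BHQ-2 THF substrate, read immediately in kinetic mode, 525 nm excitation, 598 nm emission.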
* marks the source's active call; other numbers are inactive results; ? = inconclusive; . = no result given; & = joins results of further samples; [ ] = dose if it differs, or a comment. Unless noted, the call rests on the fitted dose curve; in most records, active means well fitted curve in the direction sought with a large enough effect; inconclusive means small, poorly fitted or top-dose-only effect, or another doubt; inactive means no such curve, though single readings can be large; an effect the other way counts as inactive or inconclusive. Not all compounds are listed; rates above refer to the full screens.

1: O=C(NC(=S)Nc1ccc(Cl)cn1)c1cc([N+](=O)[O-])ccc1N1CCOCC1
2: COc1ccc2[nH]c(=O)c(C3c4cc(OC)c(OC)cc4CCN3C(=O)c3ccco3)cc2c1 (stereo not given)
3: Cc1ccc(C(=O)CSc2nc(C)cc(SCc3nnc(-c4ccccc4)o3)n2)cc1
4: COc1cc(C)c(C(=O)Oc2cc(C)c(C(=O)O)c(O)c2C)c(OC)c1C
5: CCCCN(CC)C(=O)c1nn(C)c2c1CSc1ccccc1-2
6: CC(C)(C#N)N([O-])C=C[N+](=O)C(C)(C)C#N
screen / no.	1	2	3	4	5	6
12-LOX inh	?	-16%	0%	?	-7%	-6%
TRHR ag	0.3	-0.1	0.1	0.0	-0.6	0.7
Pol kappa inh	0%	-4%	1%	-10%[60.1 µM]	3%	-3%
ERG Ets-DNA blk	-9%	17%	3%	1%	2%	7%
BLM inh	1%	-6%	1%	-8%&-6%	-8%	0%
POLI inh	?	22%	2%	-14%	-2%	19%
Anesthetic bind	-3%	-1%	-8%	?	-1%	-7%
POLB inh	0%	16%	-2%	?	-24%	1%
APE1 inh	-12%	3%	0%	-3%&3%	.	-3%

7: COc1cccc(CNS(=O)(=O)c2cnc(N)nc2)c1
8: CCC1CCCCN1C(=O)COC(=O)c1cc(Br)ccc1Cl (stereo not given)
9: CC1CN(S(=O)(=O)c2ccc3c(c2)NC(=O)CC(=O)N3)c2ccccc2O1 (stereo not given)
10: Cc1ccc(Cl)cc1Nc1nn2c(=O)c3ccc(C(=O)Nc4ccc(F)cc4)cc3nc2s1
11: O=C(O)c1ccc(COc2ccccc2C=C2C(=O)c3ccccc3C2=O)cc1
12: O=C(c1ccc(=O)[nH]c1)N1CCCc2ccccc21
screen / no.	7	8	9	10	11	12
12-LOX inh	-23%	-12%	-20%	4%	-16%	5%
TRHR ag	0.0	-0.6	0.3	-0.8	-0.7	0.5
Pol kappa inh	-9%[60.1 µM]	2%	-17%[60.1 µM]	-17%	-11%	-4%
ERG Ets-DNA blk	-1%	-4%	1%	-1%	0%	-1%
BLM inh	-2%	-2%	2%	-3%	4%	-1%
POLI inh	2%	0%	31%[activator]	-16%	?	-15%
Anesthetic bind	-3%	?	-12%	-10%	-3%	3%
POLB inh	18%	-8%	3%	-1%	9%	25%
APE1 inh	.	-3%	.	.	17%	-6%

13: CCO[C@H]1OC(C(=O)O)=C[C@@H](C2CC2)[C@@H]1CCCO
14: Cc1cc(C)c2nc(N3CCCC(C(=O)NC4CCCC4)C3)sc2c1 (stereo not given)
15: O=C(NC1=NCCS1)c1ccc(F)c(S(=O)(=O)N2CCOCC2)c1
16: Nc1cccc(S(=O)(=O)NC2=NCCC2)c1
17: C[C@H](NC(=O)[C@@H](N)Cc1ccc(O)cc1)C(=O)NCC(=O)N[C@H]1CSSC[C@@H](C(=O)O)NC(=O)[C@H](CO)NC(=O)[C@H]([C@@H](C)O)NC(=O)[C@H](Cc2ccccc2)NC(=O)[C@H]([C@@H](C)O)NC(=O)[C@H](CCCCN)NC(=O)[C@H](Cc2c[nH]c3ccccc23)NC(=O)[C@H](Cc2ccccc2)NC(=O)[C@H](Cc2ccccc2)NC(=O)[C@H](CC(N)=O)NC(=O)[C@H](CCCCN)NC1=O
18: O=C(OCC(=O)N1CCN(C(=O)c2ccco2)CC1)c1ccc(Cl)cc1
screen / no.	13	14	15	16	17	18
12-LOX inh	.	2%	?	-21%	.	-4%
TRHR ag	-0.2	-2.0	.	0.3	.	-0.6
Pol kappa inh	.	0%	-7%	-3%	-2%[60.1 µM]	0%
ERG Ets-DNA blk	.	3%	0%	-9%	.	-8%
BLM inh	-1%	-2%	.	-3%	-14%	.
POLI inh	.	41%[activator]	?	12%	.	7%
Anesthetic bind	-1%	-7%	.	0%	5%	.
POLB inh	-1%	6%	.	?	.	.
APE1 inh	3%	61%	0%	?	-2%	12%

19: COC(=O)c1c(NC(=O)CN2CCC(C)CC2)c2c(C)cccc2n1C
20: O=C1c2ccsc2SCCN1Cc1ccccc1
21: Cc1ccc(NC(=S)NC(NC(=O)C(C)(C)C)C(Cl)(Cl)Cl)c(C)c1 (stereo not given)
22: CCc1ccc(NC(=O)CNS(=O)(=O)c2c(C)noc2C)cc1
23: C[C@H]1COC(=O)[C@@H](NC(=O)OCC2c3ccccc3-c3ccccc32)C/C=C\C[C@H](CC(=O)NCCO)C(=O)N1
24: CN1/C(=C\C(=O)COC(=O)CN2C(=O)C3CC=CCC3C2=O)C(C)(C)c2ccccc21 (stereo not given)
screen / no.	19	20	21	22	23	24
12-LOX inh	0%	-5%	-21%	33%[activator]	-8%	?
TRHR ag	0.2	-1.4	-0.5	-0.4	.	0.0
Pol kappa inh	.	-13%	-8%	-12%	-2%	-8%
ERG Ets-DNA blk	.	10%	-4%	1%	5%	-4%
BLM inh	1%	-5%	-4%	-1%	.	-15%
POLI inh	.	-15%	10%	-1%	28%	-7%
Anesthetic bind	-4%	?	-22%	-10%	.	-6%
POLB inh	36%	-8%	17%	-14%	.	1%
APE1 inh	4%	-1%	0%	-10%	-31%	-1%

25: O=C(Cc1cccs1)N/N=C/C=C/c1ccccc1[N+](=O)[O-]
26: Cn1nnnc1SCCNCc1ccccc1OCc1ccccc1
27: O=C(CN1C2CCCC1CC(NC(=O)c1ccccc1)C2)Nc1ccccc1C(F)(F)F (stereo not given)
28: CCOc1ccc(NC(=O)c2ccccc2NS(C)(=O)=O)cc1
29: CC1=CCC2C(=O)N(C(C)c3ccccc3)C(=O)C2C1 (stereo not given)
30: COC(CN(C)C(=O)c1ccc2c(c1)NC(=O)c1ccccc1S2)OC
screen / no.	25	26	27	28	29	30
12-LOX inh	0%	1%	-17%	24%	-21%	-9%
TRHR ag	-0.4	-0.2	-0.3	0.0	-0.8	0.8
Pol kappa inh	-13%	3%	-13%	-6%	-6%	-11%
ERG Ets-DNA blk	-10%	-8%	-1%	-4%	-5%	0%
BLM inh	2%	-5%	-15%	-3%	0%	-2%
POLI inh	-13%	14%	11%	14%	3%[58.9 µM]	?
Anesthetic bind	5%	-4%	5%	-4%	?	-10%
POLB inh	0%	28µM*	-15%	1%	1%	3%
APE1 inh	-1%	17%	38%	2%	9%	-4%

4 of the compounds above, tab-delimited.
#	SMILES	12-LOX inh	TRHR ag	Pol kappa inh	ERG Ets-DNA blk	BLM inh	POLI inh	Anesthetic bind	POLB inh	APE1 inh
27	O=C(CN1C2CCCC1CC(NC(=O)c1ccccc1)C2)Nc1ccccc1C(F)(F)F (stereo not given)	-17%	-0.3	-13%	-1%	-15%	11%	5%	-15%	38%
26	Cn1nnnc1SCCNCc1ccccc1OCc1ccccc1	1%	-0.2	3%	-8%	-5%	14%	-4%	28µM*	17%
30	COC(CN(C)C(=O)c1ccc2c(c1)NC(=O)c1ccccc1S2)OC	-9%	0.8	-11%	0%	-2%	?	-10%	3%	-4%
25	O=C(Cc1cccs1)N/N=C/C=C/c1ccccc1[N+](=O)[O-]	0%	-0.4	-13%	-10%	2%	-13%	5%	0%	-1%

The list goes on:
31: O=C(NCc1ccc(F)cc1)c1ccc(NC(=O)C2CCCO2)cc1 (stereo not given)
32: O=C(Cc1ccccc1)N1CCCC(c2nc(-c3ccc(S(=O)(=O)N4CCCC4)cc3)no2)C1 (stereo not given)
33: COc1ccc(-c2[nH]ncc2CNC(C)c2cn(C)nc2C)c(F)c1 (stereo not given)
34: Cc1ccc(S(=O)(=O)N(C(=N)N)c2nc(N(C)C)nc(N(C)C)n2)cc1
35: CCOc1ccc(NC(=O)CSc2nc3ccsc3c(=O)n2CCC(C)C)cc1
36: Cc1c(Br)c(O)c(Br)c(O)c1/C=N/n1c(-c2ccccc2)n[nH]c1=S
screen / no.	31	32	33	34	35	36
12-LOX inh	2%	5%[57.4 µM]	2%	0%	4%	.
TRHR ag	0.4	-0.5	2.0	-0.2	0.2	0.6
Pol kappa inh	-14%	-6%	14%	.	-1%[60.1 µM]	35µM*
ERG Ets-DNA blk	7%	.	4%	.	-4%	8%
BLM inh	-5%	-3%	2%	-3%	-3%	-2%
POLI inh	58%[activator]	5%	10%	.	6%	7.9µM*
Anesthetic bind	-12%	-13%	-5%	-6%	-10%	-6%
POLB inh	-1%	-1%	19%	0%	1%	50µM*
APE1 inh	0%	0%	?	15%	.	44%[activator]

37: CCOC(=O)CC(NC(=O)CCc1c(C)nc2nc(C)nn2c1C)c1ccc(OC(C)C)cc1 (stereo not given)
38: Cc1ccc(NC(=O)NC(=O)COc2ccccc2C(N)=O)c(C)c1
39: CC(C)CCNC(=O)C1CC(c2cccc([N+](=O)[O-])c2)=NO1 (stereo not given)
40: Cc1cccc(C(=O)NCc2nc3ccccc3n2Cc2ccccc2Cl)c1
41: COc1ccc(C2CC(c3ccc(OC)cc3O)=NN2C(=O)c2ccccc2)cc1 (stereo not given)
screen / no.	37	38	39	40	41
12-LOX inh	-5%	-4%	-38%	-8%	39%
TRHR ag	1.2	0.9	-0.5	-1.1	0.1
Pol kappa inh	2%	9%	5%	0%	0%
ERG Ets-DNA blk	13%	-5%	1%	1%	5%
BLM inh	2%	.	-1%	-6%	-5%
POLI inh	38%[activator]	-3%	24%	28%	13%
Anesthetic bind	-6%	.	-22%	-7%	-16%
POLB inh	-12%	.	75%	0%	24%
APE1 inh	3%	6%	1%	.	15%
